Screening results (PubChem BioAssay)
RBX1-CUL1 inh: blocks human RBX1-Cullin-1 di-ubiquitin formation; inhibition, % at 10 µM; in vitro K48 di-Ub FRET, acceptor:donor ratio, 45 min; P62877+Q13616; AID 1347404; 140,000 tested, 0.6% active; in the data active = inhibition above about 25%
Target sequence (P62877 whole entry, looked up): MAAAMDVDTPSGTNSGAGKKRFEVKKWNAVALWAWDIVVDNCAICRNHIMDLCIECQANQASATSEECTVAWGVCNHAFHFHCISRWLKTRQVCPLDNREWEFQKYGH
Target sequence (Q13616 whole entry, looked up): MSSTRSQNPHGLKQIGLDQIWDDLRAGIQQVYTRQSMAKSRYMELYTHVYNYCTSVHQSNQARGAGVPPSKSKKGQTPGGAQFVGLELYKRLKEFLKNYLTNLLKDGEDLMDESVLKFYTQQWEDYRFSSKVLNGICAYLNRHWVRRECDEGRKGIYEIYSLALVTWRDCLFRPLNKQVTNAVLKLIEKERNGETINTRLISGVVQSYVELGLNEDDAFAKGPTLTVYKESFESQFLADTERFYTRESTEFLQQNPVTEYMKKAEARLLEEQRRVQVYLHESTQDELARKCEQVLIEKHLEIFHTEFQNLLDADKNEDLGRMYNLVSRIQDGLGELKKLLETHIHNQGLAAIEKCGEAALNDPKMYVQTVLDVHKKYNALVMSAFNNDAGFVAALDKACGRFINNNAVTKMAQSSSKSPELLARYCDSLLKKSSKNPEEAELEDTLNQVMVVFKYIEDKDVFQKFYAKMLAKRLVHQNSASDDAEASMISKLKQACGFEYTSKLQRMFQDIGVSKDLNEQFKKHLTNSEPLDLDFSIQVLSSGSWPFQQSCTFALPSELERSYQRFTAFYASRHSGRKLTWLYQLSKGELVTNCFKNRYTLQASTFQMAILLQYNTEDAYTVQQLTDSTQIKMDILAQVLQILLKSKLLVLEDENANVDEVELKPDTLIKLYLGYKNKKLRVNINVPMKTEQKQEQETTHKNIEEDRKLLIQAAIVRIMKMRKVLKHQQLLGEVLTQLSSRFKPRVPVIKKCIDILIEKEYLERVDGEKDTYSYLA
* hit, by the source's call; & = joins results of further samples.

smiles	RBX1-CUL1 inh
O=C1c2oc3ccccc3c(=O)c2C(c2ccc(O)cc2)N1Cc1ccc2c(c1)OCO2 (stereo not drawn)	-7
CCCc1n[nH]c(=S)n1/N=C/c1ccc(OC)c(OC)c1	-1
CC(=O)c1cnn(-c2nc3c(C)cccc3s2)c1C	-2
CN1c2ccc(CC(=O)O)cc2Sc2ccc(CC(=O)O)cc21	2
Cc1ccccc1CN1CC[C@@H](N2CCC(O)CC2)[C@H](O)C1	0
Cc1ccc(-c2cc(C(=O)N3CCN(C(=O)c4cc(-c5ccc(C)cc5C)nc5ccccc45)CC3)c3ccccc3n2)c(C)c1	4
Cn1c(=O)c2c(nc(Sc3nc4ccccc4[nH]3)n2C)n(C)c1=O	9
CNC(=O)c1ncn(C(=O)OC)c1[N+](=O)[O-]	1
O=C(O)C1=Cc2ccccc2OC1	13
C/C(=N\NC(=O)C12CC3CC(CC(C3)C1)C2)c1ccc(C)cc1	-2
O=C(Nc1ccc2c(c1)C(=O)N(C1CCCCC1)C2=O)c1ccc(Br)o1	10
O=C(Nc1cccc(C(=O)N2CCN(c3ccc(F)cc3)CC2)c1)c1nsc2ccccc12	1
O=C(CCCc1ccccc1)NCc1ccccn1	-9
O[C@@H]1CN(Cc2c(F)cccc2Cl)CC[C@H]1N1CCN(c2ccccn2)CC1	-4
COc1ccc(CNC(=O)C(CC(C)C)NS(=O)(=O)c2ccc3c(c2)CCN3C(C)=O)cc1 (stereo not drawn)	7
CCOC(=O)C1CC(=Nc2ccccc2)OC1=O (stereo not drawn)	-8
C=CCOC(=S)NC(=O)/C=C/c1ccc(Cl)cc1	-3
CCSc1nnc(Cc2ccccc2)c(=O)[nH]1	10
O=C(NCc1cccnc1Oc1ccc(F)cc1F)c1ccc[n+]([O-])c1	-3
O=C(/C(=C/c1ccccc1)Sc1ccccc1)c1ccc([N+](=O)[O-])o1	3
CCOc1ccc(-n2nnc(C(=O)Nc3ccc(-n4nncc4C)cc3)c2C)cc1	-6
OCCCC1CCCN(c2nncc(-c3cccc(Cl)c3)n2)C1 (stereo not drawn)	8
COc1ccc(Cl)cc1NC(=O)c1cc2nc(-c3ccc4c(c3)OCO4)cc(C(F)(F)F)n2n1	2
COc1ccc(-c2cc(C(F)(F)F)n3ncc(-c4ccccc4)c3n2)cc1	0
CCOC(=O)c1ccc(NC(=O)CN2CCCCC2C)cc1 (stereo not drawn)	-8
O=C(Nc1ccc(Cl)cc1)c1ccc(-n2cnnc2)cc1	-5
CC(C)C(=O)NC(=S)Nc1cccc2ccccc12	-5
Cc1nn2c(C(F)(F)F)cc(-c3cccnc3)nc2c1-c1ccccc1	13
CC(C)c1ccc(C2C(C)C(N3CCC(C(=O)NCc4ccccc4)CC3)NS2(=O)=O)cc1 (stereo not drawn)	10
COc1ccc(NC(=S)NCC(OC)OC)c(OC)c1	-6
Cc1ccc(-c2nn3c(=O)cc(CN4CCN(S(=O)(=O)c5ccc(Cl)cc5)CC4)nc3s2)cc1	-2
Cc1cccc(OCC(=O)Nc2cccc(C(=O)OCc3cc(=O)n4c(C)csc4n3)c2)c1	-5
CN(C)/C=C/c1c(C#N)c(=O)oc2ccccc12	10
COc1ccccc1CCC(=O)Nc1cnn(CC(=O)N2CCc3[nH]c4ccc(Cl)cc4c3C2)c1	8
O=C(Cc1nc2ccccc2oc1=O)c1cccs1	7
CCCC#Cc1ccc(-c2ccc(C#N)s2)s1	0
CCNC(=O)N1CCC(n2cc(CN3CCCC3c3nccs3)nn2)CC1 (stereo not drawn)	-8
Cc1cc(C)n(CCc2nnc(NC(=O)NC3CCSC3)s2)n1 (stereo not drawn)	10
CCCCC(=O)Nc1nnc(SC)s1	8
CN(C(=O)Nc1ccc(Cl)c(Cl)c1)c1ccccc1C(=O)O	-3
CCCn1ncc(-c2ccnc(NC3CCCc4ccccc43)n2)c1C (stereo not drawn)	8
COc1ccc(C2C3=C(CCCC3=O)OC(=N)C2C#N)c(OC)c1 (stereo not drawn)	-12
O=C1NN=C(c2ccccc2)C(=O)C1Sc1cc(Cl)c(Cl)cc1Cl (stereo not drawn)	-5
CCCSCC(=O)Nc1cccc2ccccc12	7
O=C(CCn1c(=O)c2cccn2c2ccc(F)cc21)NCCc1ccccc1Cl	5
Cc1ccc2nc(-c3ccc(NC(=O)C(F)(F)F)cc3)sc2c1	3&2
COc1cc(SC)ccc1C(=O)NCc1ccccn1	8
O=c1cc(COc2ccc(Cl)cc2Cl)nc2scc(-c3ccccc3)n12	3
C=CCN(CC=C)C(=O)C1CC(=O)c2sc(NC(=O)C3CCC3)nc2C1 (stereo not drawn)	-11
O=C(Nc1cccc(-c2cn3ccsc3n2)c1)c1ccccc1F	7

Further entries.
smiles	RBX1-CUL1 inh
CCn1ccc(C(=O)Nc2ccncc2)n1	1
Cc1sc2nc(N3CCCC3)[nH]c(=O)c2c1C	3
Cc1cc(OCC(=O)Nc2ccc(S(=O)(=O)Nc3onc(C)c3C)cc2)cc(C)c1Cl	8
COC(CN=C1C(=O)NC(=O)N(Cc2ccccc2)C1N)OC (stereo not drawn)	-6
Cc1cc(C)cc(NC(=O)N2CCC3(CC2)Oc2ccccc2C(=O)N3Cc2ccccc2F)c1	4
CC1CCC(NC(=O)c2ccc(CS(=O)(=O)c3ccc(Cl)cc3)o2)CC1 (stereo not drawn)	-1
C=CCn1c(SCC(=O)N2CCCCC2)nc2sc3c(c2c1=O)CCC3	-3
COc1ccc(-c2cc(-c3ccccc3)c(C#N)c(SCC(O)CS(=O)(=O)Cc3ccccc3)n2)cc1 (stereo not drawn)	10
CS(=O)(=O)N1CCC(C2CCN(Cc3ccc(Cl)cc3)C2)CC1 (stereo not drawn)	5
COC(=O)C1C=CCN(c2ccccc2)O1 (stereo not drawn)	-12
COc1cccc(S(=O)(=O)NCc2ccc(C(=O)NCC3CCCO3)cc2)c1 (stereo not drawn)	12
OCC(O)C(O)C(O)C(O)C1NN=C(c2ccccc2)S1 (stereo not drawn)	1
COc1cc(OC)c(NC(=O)NC(C)c2c(-n3cccc3)sc(C)c2C)cc1Cl (stereo not drawn)	-1
COc1cccc(-n2cc(C(C)NC(=O)Nc3nn[nH]n3)cn2)c1 (stereo not drawn)	2
O=C(CCC1(Cc2ccc3ccccc3c2)CCC(=O)N1)NCC1COc2ccccc2O1 (stereo not drawn)	1
Cc1cccc(CNC(=O)Cc2csc3ccccc23)c1	4
CCN(CC)S(=O)(=O)c1ccc(=O)[nH]c1	-2
Cc1cc2c(c(=O)o1)C(c1csc([N+](=O)[O-])c1)C(C#N)C(=N)O2 (stereo not drawn)	8
Cc1cccc2sc(NC(=O)C3CCCC3)nc12	2
CC1=C(C#N)c2nc(N)c(C#N)c(C)c2/C1=C\c1cccnc1	11
CCOc1ccc(-c2nc3c(C#N)c[nH]n3c2NC2CCCCC2)cc1	11
O=C(CSc1nc2c([nH]c3ccccc32)c(=O)n1-c1ccccc1)Nc1ccc2c(c1)OCO2	0
CCn1c(C(=O)N2CCC(C(=O)N3CCN(c4cc(C)ccc4C)CC3)CC2)cc2sccc21	9
CCOc1cc(/C=N/NC(=O)C(=O)NCC2CCCO2)ccc1OCC(=O)N1CCOCC1 (stereo not drawn)	4
CCOc1cccc(C(=O)N(Cc2ccc(C(C)C)cc2)C2CCS(=O)(=O)C2)c1 (stereo not drawn)	5

Arranged by heavy-atom count (descending): some entries from above
smiles	RBX1-CUL1 inh
Cc1cc(OCC(=O)Nc2ccc(S(=O)(=O)Nc3onc(C)c3C)cc2)cc(C)c1Cl	8
Cc1cc2c(c(=O)o1)C(c1csc([N+](=O)[O-])c1)C(C#N)C(=N)O2 (stereo not drawn)	8
CCN(CC)S(=O)(=O)c1ccc(=O)[nH]c1	-2

Next section.
molecule,RBX1-CUL1 inh
O=C1C2C(C(=O)N1Cc1ccc(F)cc1)C1C=CC2C12CC2 (stereo not drawn),6
NC(=Nc1ccccc1)N=C1N=C(CSc2ccc(Cl)cc2)CC(=O)N1,4
Nc1nc(CN2CCN(c3cccc(Cl)c3)CC2)nc(N2CCCCC2)n1,8
Nc1c(C(=O)Nc2ccc(OC(F)(F)F)cc2)sc2nc3c(cc12)CCCCC3,-6
CCCCOC(=O)NC(=O)C1C(=O)Oc2cc(N(CC)CC)ccc21 (stereo not drawn),5
CN=c1sc(-c2ccc(F)cc2)c(C)n1Cc1ccccc1,-6
Cc1ccc(-n2c(=O)c3ccccc3c3ccccc3c2=O)c(C)c1,-8
CCN(CC)S(=O)(=O)c1ccc(-c2csc(=Nc3ccccc3)n2-c2ccccc2)cc1,-4
O=C(CSc1ncc(-c2ccccc2)[nH]1)Nc1ccc(Cl)cc1,9
C=C(C)Cn1c(=O)c2c(nc3oc(-c4ccccc4)cn32)n(C)c1=O,-5
O=C(Cn1c(=O)n(Cc2nc(-c3ccccc3)no2)c(=O)c2ccccc21)Nc1cccc(C(F)(F)F)c1,-5
O=c1cc(-c2ccc(F)cc2)nc(SCc2nc(-c3ccc(Cl)cc3)no2)[nH]1,-8

Random excerpt: 4 compounds from above
molecule,RBX1-CUL1 inh
CCN(CC)S(=O)(=O)c1ccc(=O)[nH]c1,-2
CC(=O)c1cnn(-c2nc3c(C)cccc3s2)c1C,-2
O=C(CCn1c(=O)c2cccn2c2ccc(F)cc21)NCCc1ccccc1Cl,5
COC(CN=C1C(=O)NC(=O)N(Cc2ccccc2)C1N)OC (stereo not drawn),-6

(more compounds)
molecule,RBX1-CUL1 inh
CCOC(=O)C1(CCc2ccccc2)CCCN(C(=O)CNC(C)=O)C1 (stereo not drawn),-9
COc1ccc(NC(=O)c2cc(=O)c3ccc(C)c(C)c3o2)cc1Cl,-4
CCCOc1ccc(C2C3C(=O)CC(C)(C)CC3=Nc3ccccc3N2C(=O)c2ccccc2F)cc1OC (stereo not drawn),4
CC(O)C(=O)NS(=O)(=O)c1ccc(Br)cc1 (stereo not drawn),-1
COc1ccc(C2CC(C(F)(F)F)n3nc(C(=O)Nc4cc(OC)c(Cl)cc4OC)c(Cl)c3N2)cc1 (stereo not drawn),2
COc1ccc2c(c1)cc(CNc1ccc(OC)c(OC)c1)c(=O)n2CC(=O)Nc1ccc(F)cc1,-7
CCN(Cc1cnn(C)c1)C(=O)c1cn(Cc2ccccc2F)nn1,1
Cc1ccc(Cl)cc1N1CCN(C(=O)c2ccc3c(Cl)c4c(nc3c2)CCCC4)CC1,8
CCOC(=O)C1(CCc2ccccc2)CCN(C(=O)C(C)n2ccnc2C(C)C)CC1 (stereo not drawn),-4
COc1ccc(NC(=O)Cn2cc(C(=O)c3ccccc3OC)c(=O)c3ccc(C)nc32)cc1OC,3
Cc1cc(OCC(=O)Nc2ccc(O)cc2C(=O)O)cc(C)c1Cl,8
COc1ccc(/C=C2\C(=O)N(c3ccccc3)C(=S)N(c3ccc(C)c(C)c3)C2=O)cc1I,-10
COc1ccc(OC)c(NC(=O)c2nc(SCc3ccc(F)cc3)ncc2Cl)c1,1
CCn1cc(/C=C\C(=O)Nc2ccc(C(N)=O)cc2)c(C)n1,0
CCOc1cc(/C=N\NC(=O)CN2CCOCC2)cc(Cl)c1O,-5
CCOC(=O)C1CCc2[nH]c3ccc(OCc4ccccc4)cc3c2C1 (stereo not drawn),3
CC1(C)CC(=O)C2=C(C1)OC(=N)C(C#N)C2c1cc(Br)ccc1OCc1ccccc1F (stereo not drawn),-3
Cc1ccc(S(=O)(=O)Nc2ccc(Oc3ccc(NS(=O)(=O)c4ccc(C)cc4C)cc3)cc2)c(C)c1,2
Nc1c(-c2nc(-c3ccccc3)no2)nnn1CC(=O)Nc1ccccc1,-13
CCc1cccc(NC(=O)Cn2c(C(=O)OC)cc3occc32)c1,7
CC1=NC(=O)NC(c2ccc(Cl)cc2Cl)C1C(N)=O (stereo not drawn),-4
COCCCNC(=O)c1c(NC(=O)Cc2coc3cc(C)cc(C)c23)sc2c1CCCC2,-4
COc1cc(OC)cc(C(=O)Nc2ccc3nc(N4CCC(C)CC4)cc(C)c3c2)c1,-3
Cc1nnc(-c2cccc(NC(=O)C3CCCCN3C(=O)c3ncoc3C)c2)s1 (stereo not drawn),-3

A few values from the entries so far.
In RBX1-CUL1 inh, CCc1cccc(NC(=O)Cn2c(C(=O)OC)cc3occc32)c1 has the entry 7
In RBX1-CUL1 inh, COc1cc(OC)cc(C(=O)Nc2ccc3nc(N4CCC(C)CC4)cc(C)c3c2)c1 has the entry -3
In RBX1-CUL1 inh, CC1(C)CC(=O)C2=C(C1)OC(=N)C(C#N)C2c1cc(Br)ccc1OCc1ccccc1F (stereo not drawn) has the entry -3
In RBX1-CUL1 inh, Cc1nnc(-c2cccc(NC(=O)C3CCCCN3C(=O)c3ncoc3C)c2)s1 (stereo not drawn) has the entry -3
In RBX1-CUL1 inh, CCn1cc(/C=C\C(=O)Nc2ccc(C(N)=O)cc2)c(C)n1 has the entry 0
In RBX1-CUL1 inh, COCCCNC(=O)c1c(NC(=O)Cc2coc3cc(C)cc(C)c23)sc2c1CCCC2 has the entry -4
In RBX1-CUL1 inh, Cc1ccc(S(=O)(=O)Nc2ccc(Oc3ccc(NS(=O)(=O)c4ccc(C)cc4C)cc3)cc2)c(C)c1 has the entry 2

Next structures
molecule,RBX1-CUL1 inh
CCC(Oc1ccccc1F)C(=O)NC(C)(C)C (stereo not drawn),0
CC(=O)NC(=N/N=C(\C)c1cccs1)NC(C)=O,1
Cc1[nH]nc2c1C(c1ccc(O)cc1)N(c1ccc(Br)cc1)C2=O (stereo not drawn),5
CCN(c1ccccc1)S(=O)(=O)c1ccc(NC(=S)NC(=O)Cc2ccccc2)cc1,11
O=C1C(=O)N(CN2CCCCCC2)c2ccccc21,3
COc1ccccc1CCNC(=O)Cc1ccc(N2CCC(NC(C)Cc3cncs3)CC2)cc1 (stereo not drawn),-2
CC(=O)c1nn(-c2cccc(Br)c2)cc1C(=O)c1ccccc1,-5
COC(=O)Cc1ccc(NC(=S)NC2CC2)cc1,5
CCOC(=O)c1ccccc1NC(=O)c1cccc(I)c1,1
COc1ccccc1CNc1nccn(-c2ccc(F)cc2)c1=O,9
CCOC(=O)c1ccc(N2C(=O)c3n[nH]c(C)c3C2c2ccc(CC)cc2)cc1 (stereo not drawn),-9
CCOC(=O)N1CCN(C(=O)C(C)Oc2ccc(C)cc2)CC1 (stereo not drawn),4
CCOc1ccc(NC(=O)CSc2nnc(CC)c(CC)n2)cc1,11
CCN(CC)C(=O)c1sc(NC(=O)Nc2cccc(Cl)c2)c(C(=O)OC)c1C,-1
COc1cccc2c3c(c[n+](C)c12)sc1cccc(F)c13,-9
CC(=O)c1ccc(N2N=C(C)C3=S2N(c2ccc(C(C)=O)cc2)N=C3C)cc1,5

The list is partial. The share of hits here may be higher or lower than overall.
